Bioassay records from PubChem BioAssay.
S3 lipid droplet: qHTS Assay for Lipid Storage Modulators in Drosophila S3 Cells. Potency in µM for hits, for the others lipid storage change, negative = inhibition, % at the top dose, mostly 46.1 µM. AID 2685. 320,000 tested, 0.64% active. Drosophila S3 cells, BODIPY lipid droplet fluorescence, 18-24 h; cells fed with added oleic acid; active = well fitted inhibition curve with a large enough effect in the signal ratio, with a control signal flat, not every such curve was filed as active; inconclusive = small, poorly fitted or top-dose-only effect, or effect the other way, or a change in a side signal; the % refers to the signal ratio
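Drosophila S3 cells loaded with oleic acid (400 uM, as added) and compounds at several concentrations; lipid droplets imaged by 488-nm laser-scanning cytometry, 500–530 nm intensity and object ratio to cell channel. Percent activity normalized to 20 uM Triacsin C.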
S3 lipid droplet cell count max: second read-out of S3 lipid droplet, no call of its own (marks repeat the call); cell number change, %; measured here: cell count max response;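 cells counted by Cell Tracker Red CMTPX staining in the red channel; peak over a dose series mostly up to 46.1 µM; percent activity relative to internal control wells on each plate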
* = called active by the depositor; i = inactive; ? = inconclusive; . = not tested or not shown. % is scaled to controls: 0 for no effect and ±100 for the full control effect; potency is read from the fitted curve at half-maximal effect.

SMILES	S3 lipid droplet	S3 lipid droplet cell count max
CCOC(=O)c1cnc(-n2nc(C)cc2C)nc1NNc1ncc(-c2ccccc2)cn1	?	.
Cc1cc(=O)[nH]c(SCC(=O)NC2CCCc3ccccc32)n1 (stereo not given)	0%	4
Cc1ccc(NC(=O)C(=O)NCc2ccccn2)cc1	?	.
COc1ccc(Cl)cc1NC(=O)CSc1nc(NS(=O)(=O)c2ccccc2)cc(=O)[nH]1	?	.
COc1cccc(-c2cc(C(=O)N3N=C(C)CC3(O)C(F)F)c3ccccc3n2)c1 (stereo not given)	2%	.
Cc1ccc(S(=O)(=O)NCCCNS(=O)(=O)c2ccccc2)cc1	?	.
CCN(CC)c1ccc(NC(=O)CN2C(=O)CC(C)(C)S(=O)(=O)c3ccccc32)c(C)c1	?	.
N=c1oc2ccccc2cc1C(=O)Nc1ccc(F)cc1	1%	1
Cc1coc2c(C)c3oc(=O)c(CCC(=O)N(C)CC(=O)O)c(C)c3cc12	-9%	.
O=C(c1ccc2c(c1)OCO2)C1CCCN(Cc2ccc3cccc(F)c3n2)C1 (stereo not given)	6%	14
CCN1/C(=C/c2sc(-c3ccccc3C)c[n+]2C)Sc2ccccc21	?	.
COC(C(=O)Nc1ccnn1C1CCN(Cc2ccccn2)CC1)c1ccccc1 (stereo not given)	-3%	-9
CCCCc1nc2ccccc2n1Cc1nnc2n1-c1ccccc1SC2	?	.
CCOc1ccc(C)cc1S(=O)(=O)n1cnc2ccccc21	i	.
COc1ccc(NC(=O)c2ccc(NC(=O)COC(=O)c3cnc(C)cn3)cc2)cc1	i	.

Quoted from above, 5 compounds:
SMILES	S3 lipid droplet	S3 lipid droplet cell count max
Cc1coc2c(C)c3oc(=O)c(CCC(=O)N(C)CC(=O)O)c(C)c3cc12	-9%	.
O=C(c1ccc2c(c1)OCO2)C1CCCN(Cc2ccc3cccc(F)c3n2)C1 (stereo not given)	6%	14
CCN1/C(=C/c2sc(-c3ccccc3C)c[n+]2C)Sc2ccccc21	?	.
COC(C(=O)Nc1ccnn1C1CCN(Cc2ccccn2)CC1)c1ccccc1 (stereo not given)	-3%	-9
CCCCc1nc2ccccc2n1Cc1nnc2n1-c1ccccc1SC2	?	.

Carrying on.
SMILES	S3 lipid droplet	S3 lipid droplet cell count max
CCCNS(=O)(=O)c1ccc(NC(=O)c2cccnc2)cc1	?	.
Cc1noc(/C=C/c2ccccn2)c1[N+](=O)[O-]	?	.
O=C(NCc1ccccc1)C(c1ccc(Cl)cc1)N(C(=O)c1csnn1)C1CC1 (stereo not given)	17%	10
C=CCN(CC=C)C(=S)NCCc1ccc(OC)c(OC)c1	-8%	-20
N#CCCN/N=C(/Cc1nc2ccccc2[nH]1)c1cccc(Cl)c1	?	.
CCc1c(C)sc(NC(=O)c2ccc(Br)o2)c1C(=O)OC	i	.
COCCCn1c(-c2ccc(S(=O)(=O)N3CCOCC3)cc2)csc1=Nc1ccccc1	0%	-2
COc1ccc(N2CCn3c2nc2c3c(=O)n(CCc3ccccc3)c(=O)n2C)cc1	?	.
CC(C)OC(=O)c1c(NC(=O)c2cccs2)sc2c1CCCC2	6%	-2
CCN(c1ccccc1)S(=O)(=O)c1cc([N+](=O)[O-])ccc1N	0%	8
O=C(COn1nnc2ccc(S(=O)(=O)N3CCOCC3)cc21)NCCc1ccccc1	?	.
Cc1ccc(S(=O)(=O)NCC(=O)N/N=C/c2ccccc2O)cc1	1%	-7
Cc1cc(F)ccc1S(=O)(=O)N1CCCOC1CNC(=O)C(=O)NCc1ccc2c(c1)OCO2 (stereo not given)	?	.
Cc1cc(C)n2nc(SCC(=O)c3ccc[nH]3)nc2n1	?	.
CCCCN(C(=O)CN1C(=O)C2CC=CCC2C1=O)c1c(N)n(CCC)c(=O)[nH]c1=O (stereo not given)	?	.
CCn1nnc(NC(=O)COc2ccc([N+](=O)[O-])cc2)n1	?	.
O=[N+]([O-])c1ccc(-c2nc(=S)c3c(o2)CCCC3)cc1	?	.
CCc1cc2c(=O)c(-c3cnn(-c4ccccc4)c3)c(C(F)(F)F)oc2c(CN(C)C)c1O	-5%	-1
COc1ccc(C(=O)N/N=C/c2c(CO)cnc(C)c2O)cc1	?	.
O=C(Nc1ccccc1C(=O)NCc1cccnc1)c1ccccc1F	-24%	11
O=C(CSc1nnc(-c2cccnc2)n1CCc1ccccc1)NCc1ccccc1	6%	-13
CCN(CC)C(=O)Cn1cc(S(=O)(=O)CC(=O)N2CCCCCC2)c2ccccc21	?	.
N#C/C(=C\c1ccccc1[N+](=O)[O-])C(=O)Nc1ccc(S(N)(=O)=O)cc1	-15%	5
CCOc1cccc2c1OC1(C)CC2NC(=O)N1c1cccc(F)c1 (stereo not given)	-8%	1
COc1ccc(NS(=O)(=O)c2ccc(OC)c(NC(=O)CCC3CCCC3)c2)cc1	?	.
O=C(O)c1cc(NC(=O)c2ccc(Br)cc2)cc(NC(=O)c2ccc(Br)cc2)c1	?	.
Cc1ccc(S(=O)(=O)NC(C(=O)OCC(=O)NC(=O)c2cccn2C)C(C)C)cc1 (stereo not given)	?	.
CCC(Oc1ccccc1OC)C(=O)Nc1ccc2c(c1)OCO2 (stereo not given)	?	.
COC(=O)CCC(=O)Nc1cc(Cl)cc(Cl)c1	5%	-9
COc1ccc(-c2nn(-c3ccccc3)cc2/C=N/Nc2ccc3ccccc3n2)cc1OC	16%	12
Cc1ccc(S(=O)(=O)N2CCN(Cc3cc4c(cc3Br)OCCO4)CC2)cc1	?	.
Cc1ccccc1NC(=O)c1ccc2ccccc2c1	6%	14
COc1ccccc1NS(=O)(=O)c1cc(NC(=O)c2ccc3ccccc3n2)ccc1Cl	?	.
Cc1nn(C)cc1/C=N/n1nnnc1N	?	.
Cc1c(C(=S)NC(=O)C2CC2)c(=O)n(-c2ccccc2)n1C	-3%	11
O=C(c1ccco1)N1CCN(Cc2nc3ccccc3c(=O)n2-c2ccc(F)cc2)CC1	?	.
O=C(Cc1ccccc1)N[C@@H](Cc1ccccc1)C(=O)O	-3%	3
O=C(NNc1cccc(Cl)n1)Nc1ccccc1	0%	15
COc1ccccc1C1/C(=C(/O)c2ccc(C)cc2)C(=O)C(=O)N1CC(C)O (stereo not given)	-1%	26
Cc1ccc(C)c(NC(=O)N2CCCCCC2)c1	?	.
Cc1ccc2nc(C)cc(C(=O)N/N=C/c3ccncc3)c2c1	?	.
O=C(NNS(=O)(=O)c1ccccc1)c1cccnc1	-1%	5
O=C(NC1CCS(=O)(=O)C1)OC1CCCCC1 (stereo not given)	7%	9
CC(=O)c1ccc(-n2c(CCC(=O)O)ccc2-c2ccc(C)cc2)cc1	1%	11
Cc1nc(C)n(CC(=O)N2CCCC(C(=O)c3cccc4ccccc34)C2)n1 (stereo not given)	-1%	-3

3 structures out of the list, sorted by count of non-hydrogen atoms, descending.
SMILES	S3 lipid droplet	S3 lipid droplet cell count max
Cc1ccc(S(=O)(=O)N2CCN(Cc3cc4c(cc3Br)OCCO4)CC2)cc1	?	.
O=C(Cc1ccccc1)N[C@@H](Cc1ccccc1)C(=O)O	-3%	3
Cc1ccccc1NC(=O)c1ccc2ccccc2c1	6%	14

(further entries)
SMILES	S3 lipid droplet	S3 lipid droplet cell count max
COc1ccc(NC(=O)C(OC(=O)c2ccc([N+](=O)[O-])o2)c2ccccc2)cc1Cl (stereo not given)	0%	1
CCCn1cc(C(CC(=O)O)C(=O)O)c2ccccc21 (stereo not given)	?	.
C=CCN1C(=NC(=O)CCCC(=O)O)SC2CS(=O)(=O)CC21 (stereo not given)	?	.
Cc1ccnc2nc(C(=O)NC3=NCCS3)nn12	?	.
CCCC(=O)c1ccc(N2CCC(C)CC2)c(F)c1	-10%	-7
O=C(Nc1ccc2c(c1)ncn2-c1ccccc1)c1ccco1	?	.
CC(C)S(=O)(=O)c1csc(NC(=O)Nc2ccc(Cl)cc2)c1Cl	-10%	-9
COc1ccc(S(=O)(=O)N2CCN(c3cccc(C)c3C)CC2)cc1	?	.
CC1(C)C2([N+](=O)[O-])CN3CC1([N+](=O)[O-])CN(C2)C31CCCC1	-9%	.
O=C(NC(=S)Nc1ccc(CN2CCOCC2)cc1)c1ccc(-c2cccc(Cl)c2)o1	?	.
COCCNc1oc(/C=C/c2ccc(F)cc2)nc1S(=O)(=O)c1ccccc1	i	-3
CC1CN(c2ccc(Cl)nn2)CC(C)O1 (stereo not given)	0%	-1
O=C(c1ccccc1)C(C(=O)N1CCCCC1)n1ccccc1=O (stereo not given)	-7%	-5
COc1ccc(OCC(=O)NC(=S)Nc2ccc(N3CCOCC3)c(Cl)c2)cc1	i	-17
Cc1cccc(Nc2nc(-c3ccc(F)c(C)c3)cs2)n1	?	.
CCOC(=O)C1=C(C)NC(C)=C(C(=O)OCC)C1C(=O)OCC(=O)NCCc1ccc(S(N)(=O)=O)cc1	i	.
CCC1CCCCN1C(=O)Cn1nc([N+](=O)[O-])c(Cl)c1C (stereo not given)	-6%	3
CN(/C=C/C(=C\C=[N+](C)c1ccccc1)OCCCS(=O)(=O)[O-])c1ccccc1	9%	12
Cc1ccc(C(=O)C2CCNCC2)cc1	?	.
O=C1c2oc3ccccc3c(=O)c2C(c2cccs2)N1CCCN1CCOCC1 (stereo not given)	15%	12
CCOc1ccc(N(CC(=O)NC2CCCCC2)C(=O)CCC(=O)Nc2ccccn2)cc1	?	.
CCCOc1ccc(N2C(=O)CC(N3CCC(c4nncn4CC)CC3)C2=O)cc1 (stereo not given)	-2%	0
Cc1onc(-c2ccccc2)c1C(=O)N=C(N)c1ccc(Cl)cc1	11%	19
Cc1ccc(C(C)C)c(OCCCCCN2CCOCC2)c1	?	.
COc1ccc(C)cc1-n1nnnc1SCc1nc2ccccc2s1	?	.
O=C(Nc1cccc(-c2cn3cccnc3n2)c1)Nc1ccccc1F	?	.
Cc1cn(C(=O)c2ccccc2)c(=S)n1-c1ccc(Cl)cc1	-1%	15
Cc1ccc(S(=O)(=O)N2CCC(C(=O)N[C@@H](C)C(=O)Nc3ccc(F)cc3)CC2)cc1	-9%	5
CCCN1CCC(=NNc2ccc(C(=O)O)cc2)CC1	9%	14
C=CCOc1ccc(CNn2cn[nH]c2=S)cc1	-9%	.
CC1=C(C(N)=O)C(c2cccnc2)n2nc(-c3cccc(C)c3)nc2N1 (stereo not given)	7%	-3
COc1cccc(C(=O)Nc2ccc(Cl)c(C(F)(F)F)c2)c1	i	.
CC(=NCCc1c(C)[nH]c2ccc(C)cc12)C1=C(O)CC(c2ccccc2)CC1=O (stereo not given)	?	.
CCc1cc2c(N=Nc3c(O)[nH]c4ccccc34)ncnc2s1	?	.
O=C(N/N=C/c1ccc(-c2ccccc2[N+](=O)[O-])o1)[C@H]1C[C@@H]1c1ccccc1	?	.
Cc1oc(S(=O)(=O)N2CCCC2)cc1C(=O)Nc1ccccc1	11%	-7
CCOC(=O)C1(Cc2ccc(OC)cc2)CCN(C(=O)c2sc(C)nc2C)CC1	-10%	-13
COc1cc(CCC(=O)NNC(=O)c2cccc(Cl)c2)cc(OC)c1OC	?	.
Cc1ccc(O)c(C(=O)c2cnn(-c3ccc(S(=O)(=O)N4CCOCC4)cc3[N+](=O)[O-])c2)c1	?	.
Cc1cc(Br)ccc1OCCn1ccnc1	?	.
COc1ccc(C(=O)Nc2cccc(-c3ccc4nncn4n3)c2)cc1OC	-6%	-22
CCOc1ccc(NC(=O)c2oc3ccccc3c2NC(=O)CC)cc1	-18%	-5
O=C(Nc1ccccc1)c1ccc(NCc2cccnc2)c(S(=O)(=O)N2CCOCC2)c1	i	-11
O=C(CCN1CCN(C/C=C/c2ccccc2)CC1)Nc1cccc(F)c1	?	.
O=C(OCC(=O)N1CCCC1)c1ccc(O)cc1	i	25
Cc1cc(C(=O)COC(=O)c2cccs2)c(C)n1-c1c(C)n(C)n(-c2ccccc2)c1=O	10%	-2
CCCc1cc(=O)n2[nH]c(SCc3ccccc3)nc2n1	10%	19
CC(C)OP(=O)(OC(C)C)C(Nc1ccccc1)c1cccc2c1OCO2 (stereo not given)	-14%	-7
Cc1cc(Nc2ccc(F)cc2Cl)n2ncnc2n1	i	.
CCOC(=O)c1cc2sccc2n1CC(=O)N1CCc2ccccc21	i	14
Oc1ccccc1C(Nc1nccs1)c1ccc2cccnc2c1O (stereo not given)	-6%	0
Cc1ccccc1NC(=O)CSc1nc2c(c(=O)n(C)c(=O)n2C)n1C	?	.
CC(=O)N1CCN(c2ccc(NCc3ccc(C)cc3)cc2)CC1	?	.
N#Cc1ccccc1COC(=O)c1ccc2c(c1)OCCO2	?	.
CCc1nnc(NC(=O)CSc2nnc(-c3ccoc3C)n2-c2ccccc2)s1	14%	0
CCOc1ccc(N2C(=O)CC(N3CCN(c4ccc(Cl)cc4)CC3)C2=O)cc1 (stereo not given)	?	.
CCCCOc1c(C(=O)Nc2ccccc2)nnn1-c1ccccc1	18%	20

One compound at a time, as listed above:
Record of CCOC(=O)c1cc2sccc2n1CC(=O)N1CCc2ccccc21 = S3 lipid droplet = i; S3 lipid droplet cell count max = 14
Record of CCc1nnc(NC(=O)CSc2nnc(-c3ccoc3C)n2-c2ccccc2)s1 = S3 lipid droplet = 14%; S3 lipid droplet cell count max = 0
Record of N#Cc1ccccc1COC(=O)c1ccc2c(c1)OCCO2 = S3 lipid droplet = ?; S3 lipid droplet cell count max = .

Some of the compounds tested. The share of hits here may be higher or lower than overall.
